Bioassay records from PubChem BioAssay.
D2 potentiator = positive allosteric modulators of human D2 dopamine receptor. AID 485347. P14416. potentiation, % at 10 µM. HEK293 T-REx D2, calcium flux, EC20 dopamine potentiation. 340,000 tested, 0.34% active;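 active = potentiation over 3 SD above the plate norm, cut at about 30% in these data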; also: 0% is about no effect
Target sequence (P14416 whole entry, looked up): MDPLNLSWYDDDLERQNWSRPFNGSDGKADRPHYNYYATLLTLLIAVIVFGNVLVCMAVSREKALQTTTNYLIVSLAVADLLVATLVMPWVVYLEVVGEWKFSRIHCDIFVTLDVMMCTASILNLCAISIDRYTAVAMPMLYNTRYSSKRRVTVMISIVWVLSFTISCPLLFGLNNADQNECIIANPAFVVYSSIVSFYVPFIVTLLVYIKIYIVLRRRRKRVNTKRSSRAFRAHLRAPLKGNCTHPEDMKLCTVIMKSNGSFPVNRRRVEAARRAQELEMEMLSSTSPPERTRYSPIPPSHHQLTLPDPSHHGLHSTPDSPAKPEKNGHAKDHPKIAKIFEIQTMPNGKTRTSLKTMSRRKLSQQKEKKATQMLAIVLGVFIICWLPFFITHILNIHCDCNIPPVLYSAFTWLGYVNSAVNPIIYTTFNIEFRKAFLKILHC
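Using a no-wash calcium dye in inducible, force-coupled HEK293 Trex cells expressing D2, we tracked fluorescence each second for 180 s after compound, then for 180 s after EC20 dopamine to detect augmented signalling.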
D1 antag = blocks dopamine activation of the human D1 receptor | HEK293 TREx D1 cells, calcium flux, dopamine EC80; hits give low values | activity change, negative = inhibition, % at 10 µM | 360,000 tested, 3.2% active | AID 504652; in the data active = activity change below about -30%; also: % is scaled to controls: 0 for no effect and ±100 for the full control effect
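Antagonism measured as reduced calcium response to an EC80 dopamine addition following 180 s compound pre-read; cells were inducible HEK293 Trex D1 plated overnight at 30 C, read kinetically at 1 cycle/sec.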
RXFP1 agonist = RXFP1 (human) receptor agonism; HEK293T-RXFP1 cAMP TR-FRET, 30 min; response scale: percent of porcine relaxin response, buffer zero; Potency, µM (highest dose often 57.5 µM), without a hit: at the top dose activation, actives largely listed as activators; 370,000 tested, 0.3% active; AID 2676; also: potency is read from the fitted curve at half-maximal effect; % is scaled to controls: 0 for no effect and ±100 for the full control effect; nearly all actives have a fitted effect of over 60% in size; many of its hits are not listed in these tables
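cAMP rise read by TR-FRET after 30 min, 37C compound exposure (up to 58 uM) in RXFP1-transfected HEK293 cells with Ro 20174 present. EC50 from Hill-equation fits, with 29 nM porcine relaxin as 100% and buffer as basal.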
RXFP1 antagonist = antagonists of human relaxin receptor RXFP1; Q9HBX9; 350,000 tested, 0.59% active; activity change, negative = inhibition, % at 57.5 µM; HEK293-RXFP1, relaxin-stimulated cAMP HTRF, 30 min; hits give low values;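 active = activity change of -60% or lower, but not beyond a set lower limit; inconclusive = change between -60% and -40%, or beyond the set limit; inactive = change above -40%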; also: % is scaled to controls: 0 for no effect and ±100 for the full control effect
D1 PAM = enhances dopamine response at the human D1 receptor. P21728. HEK293 TREx D1 cells, calcium flux, dopamine EC20 potentiation. potentiation, % at 10 µM. 360,000 tested, 0.036% active. AID 504651; in the data active = potentiation above about 30%; also: 0% is about no effect
TRHR agonist = activates the human TRH receptor | TRHR cells, calcium flux fluo-8, FDSS agonist mode | activation, % at 2 µM | 360,000 tested, 0.18% active | AID 493084; in the data active = activation above about 30%; also: 0% is about no effect
Target sequence (P34981 whole entry, looked up): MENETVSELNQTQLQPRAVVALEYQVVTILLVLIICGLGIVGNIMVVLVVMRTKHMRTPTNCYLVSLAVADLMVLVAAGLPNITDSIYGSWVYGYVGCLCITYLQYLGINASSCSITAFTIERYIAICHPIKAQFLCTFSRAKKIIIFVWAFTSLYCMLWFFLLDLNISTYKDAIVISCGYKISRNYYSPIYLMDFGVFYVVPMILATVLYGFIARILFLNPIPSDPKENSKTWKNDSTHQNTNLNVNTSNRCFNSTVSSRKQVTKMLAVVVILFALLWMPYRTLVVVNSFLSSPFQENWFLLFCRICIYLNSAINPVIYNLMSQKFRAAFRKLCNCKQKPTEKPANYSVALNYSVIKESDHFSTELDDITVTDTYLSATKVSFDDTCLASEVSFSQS
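Steps: seed TRHR cells overnight; add fluo-8 no-wash Ca dye, RT 30 min–1.5 h; record 10 s baseline; pin-transfer compounds; monitor fluorescence 1 cycle/s for the agonist window. Calcium increases flag candidate agonists.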
TRHR enhancer = allosterically enhances the human TRH receptor. TRHR cells, fluo-8 calcium fluorescence, EC20 TRH enhancement. enhancement, % at 2 µM. 360,000 tested, 0.66% active; in the data active = enhancement above about 30%; also: 0% is about no effect
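TRHR-expressing cells loaded with fluo-8 calcium dye were read kinetically (ex 480/em 530) during compound addition, then stimulated with an EC20 of TRH (10 nM final). Enhancement of the Gq-mediated intracellular calcium response was scored.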
D1 ag = human D1 receptor agonism | activation, % at 2 µM | P21728 | 360,000 tested, 1% active | AID 504660 | HEK293 T-REx D1 cells, calcium flux, agonist mode; in the data active = activation above about 30%; also: 0% is about no effect
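Agonism was scored from calcium flux recorded over 180 s (1 read/s) after pintool compound addition, following a 10-cycle baseline. Cells were inducible force-coupled HEK293 TREx D1, plated overnight at 30 C and loaded with no-wash calcium dye.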
Anesthetic bind = binds horse apoferritin like a general anesthetic; P02791; apoferritin/1-aminoanthracene competitive binding, fluorescence; Potency, µM (doses to about 77.5 µM), without a hit: top-dose activity change, negative = displacement, usual class: inhibitors; 350,000 tested, 0.074% active; AID 485281; also: potency is read from the fitted curve at half-maximal effect; % is scaled to controls: 0 for no effect and ±100 for the full control effect; nearly all actives have a fitted effect of over 20% in size
Target sequence (P02791 2-175 limits assumed): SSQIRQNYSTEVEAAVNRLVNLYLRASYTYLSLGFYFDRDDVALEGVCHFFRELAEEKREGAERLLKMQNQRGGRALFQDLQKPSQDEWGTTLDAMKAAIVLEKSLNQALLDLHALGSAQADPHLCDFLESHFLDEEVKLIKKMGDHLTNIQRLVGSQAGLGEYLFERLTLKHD
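Steps: apoferritin (10 uM) was premixed with half-saturated 1-AMA in PBS, compounds were pin-transferred, plates stood 10 min at room temperature, fluorescence was read at 380/535 nm, and curves were fitted with a Hill equation.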
* = called active by the depositor; ? = inconclusive; nt = no result given; [ ] = another dose, or the depositor's remark. Unless noted, calls follow the shape of the dose curve; as a rule, active = well fitted curve in the direction sought with a large enough effect; inconclusive = small, poorly fitted or top-dose-only effect, or another doubt; inactive = no such curve, though single readings can be large; an effect the other way counts as inactive or inconclusive. Not all compounds are listed. The share of hits here may be higher or lower than overall.

canonical_smiles,D2 potentiator,D1 antag,RXFP1 agonist,RXFP1 antagonist,D1 PAM,TRHR agonist,TRHR enhancer,D1 ag,Anesthetic bind
CCCCN(C(=O)C1=COCCO1)c1c(N)n(CCCC)c(=O)[nH]c1=O,5.7,-18.7,1.2%,-1.9,-5.3,1.5,1.7,1.6,nt
O=C1/C(=C/c2cccc3ccccc23)CCCc2ccccc21,59.4*,17.1,4.2%,-9.1,10.9,0.9,-1.0,5.6,?
CCc1c(C)c2nncn2[nH]c1=O,5.6,15.0,1.5%,7.6,-2.9,-0.8,14.2,1.8,-12.8%
COC(=O)c1ccc(NC(=O)c2nn(C)c3c2COc2ccccc2-3)cc1,-3.1,0.9,3.0%,8.1,-3.7,0.7,-21.0,10.0,-2.9%
Cc1cccc(C)c1OCCn1nc(C(=O)O)c2ccccc2c1=O,-5.1,-7.4,6.3%,-2.5,-4.8,-0.5,-4.9,2.8,?
CCCCNC(C(=O)Nc1cccc(S(=O)(=O)N2CCOCC2)c1)c1ccccc1 (stereo unspecified),-2.9,11.2,2.2%,-0.9,-1.1,0.2,-5.6,-2.0,-14.3%
O=C(NCCN1CCOCC1)C(=O)NCc1ccco1,10.9,-3.4,1.1%,-1.0,-5.3,0.2,4.9,3.9,-14.5%
Cc1ccc(-n2nc3c(c2NC(=O)C2CCCC2)CS(=O)(=O)C3)cc1,4.3,7.0,-0.6%,13.0,-2.9,0.2,1.5,3.3,5.5%
Fc1ccc(N2CCN(C(c3cccs3)c3nnnn3C3CCCC3)CC2)cc1 (stereo unspecified),17.8,-4.1,2.0%,3.4,-2.2,-0.4,-9.3,-0.9,0.2%
CCN(C(=O)c1cc(S(=O)(=O)N2CCOCC2)cn1C)c1ccc(OC)cc1,-6.8,9.1,-0.9%,-1.4,3.4,0.4,1.1,0.9,0.1%
O=C(CN1CCN(c2ccccc2F)CC1)N1N=CCC1c1ccccc1 (stereo unspecified),-17.9,-18.0,-2.4%,-9.3,-4.7,1.0,-3.0,3.8,-2.4%
Cc1ccc(NC(=O)CSc2nnc3[nH]c(=O)cc(C)n23)cc1Cl,-5.0,nt,2.0%,6.9,-2.8,0.3,6.1,-3.8,-0.2%
CNC(=S)Nc1ccccc1-c1ccccc1,-3.9,5.0,1.6%,-17.1,-1.9,-0.3,10.8,0.7,-6.8%
CCOc1cc(C2/C(=C(/O)c3ccc(S(=O)(=O)N4CCCCC4)cc3)C(=O)C(=O)N2CCOC)ccc1O (stereo unspecified),0.9,19.9,-1.9%,16.4,0.4,-0.1,0.9,0.3,1.9%
COc1ccccc1-n1c(SCC(=O)Nc2ccccc2C)nc(O)cc1=O,-4.7,-4.4,0.2%,-13.3,-4.4,0.7,0.6,4.1,-19.6%
O=C(c1cccc(S(=O)(=O)Nc2cccc(C(F)(F)F)c2)c1)N1CCCCC1,1.8,-8.2,2.7%,-1.8,9.9,0.1,4.1,4.7,4.5%
Cc1ccsc1/C=N/n1c(C2CCCCC2)n[nH]c1=S,11.8,-1.4,-1.8%,-21.5,-6.3,-1.0,0.9,29.9,-3.1%
COc1ccc(-c2nnnn2-c2ccc(F)cc2F)cc1,-9.7,12.3,1.0%,4.2,-6.2,-0.5,-7.3,1.0,-6.1%
CC1(C)CC(=O)C=C(CN2C(=O)c3ccccc3C2=O)C1=O,5.1,10.7,2.4%,nt,-1.4,-0.3,-7.4,-0.1,nt
CC1CCCC(C)N1C(=O)CN1C(=O)C(C)(C)Oc2ccc(C(=O)NC3CCCC3)cc21 (stereo unspecified),-7.2,-9.4,0.7%,-5.5,-1.8,0.3,-7.7,1.6,-10.4%
CCn1c(=O)c2sccc2n2c(CCCC(=O)Nc3ccc(OC)c(OC)c3)nnc12,0.4,1.2,5.1%,3.3,-3.4,0.2,-6.1,0.9,3.4%
CCN(C(=O)COC(=O)CNS(=O)(=O)c1ccccc1)c1ccccc1,1.0,-6.0,0.4%,-11.7,-4.5,1.2,-4.0,0.5,-9.2%
C=CCC1(CC=C)CCCN1C(=O)CC1C(=O)NCCN1Cc1cccc(OC)c1 (stereo unspecified),-5.9,-1.2,-1.5%,-39.0,3.0,0.3,-9.8,-0.4,-18.8%
Cc1csc(SCC(=O)N2CCN(S(=O)(=O)c3ccc(Cl)cc3)CC2)n1,9.4,-17.4,0.8%,-2.7,-7.8,-1.3,-7.0,0.5,-3.6%
O=C(Nc1ccc(Cl)c(Cl)c1)N(CCCN1CCOCC1)Cc1cccs1,-18.6,-10.7,1.1%,nt,nt,0.2,0.2,21.9,?
COc1cc(C(C(=O)NC2CCCC2)N(C(=O)c2ccco2)c2ccccc2C(C)=O)cc(OC)c1OC (stereo unspecified),-20.9,6.3,2.7%,-22.6,-4.7,0.9,5.1,1.3,-0.3%
O=C(O)Cn1nnnc1-c1ccc(F)cc1,4.0,-12.7,-0.4%,-3.1,3.6,0.1,5.3,6.6,8.7%
CN1C(=O)c2cccc(NC(=O)C3CCCCC3)c2C1=O,14.8,14.1,0.2%,nt,nt,-0.6,0.4,1.0,-3.2%
Cc1cc(C(=O)CN2C(=O)c3ccccc3S2(=O)=O)c(C)n1-c1ccccc1,13.8,-18.5,1.5%,-4.6,-4.5,-1.2,-2.3,2.5,-9.9%
Cn1c(SCC(N)=O)nnc1-c1ccccc1,5.0,-10.6,-1.0%,-2.8,4.9,0.7,2.9,2.4,-7.2%

Next section, starting with the last 5 of the part before.
canonical_smiles,D2 potentiator,D1 antag,RXFP1 agonist,RXFP1 antagonist,D1 PAM,TRHR agonist,TRHR enhancer,D1 ag,Anesthetic bind
COc1cc(C(C(=O)NC2CCCC2)N(C(=O)c2ccco2)c2ccccc2C(C)=O)cc(OC)c1OC (stereo unspecified),-20.9,6.3,2.7%,-22.6,-4.7,0.9,5.1,1.3,-0.3%
O=C(O)Cn1nnnc1-c1ccc(F)cc1,4.0,-12.7,-0.4%,-3.1,3.6,0.1,5.3,6.6,8.7%
CN1C(=O)c2cccc(NC(=O)C3CCCCC3)c2C1=O,14.8,14.1,0.2%,nt,nt,-0.6,0.4,1.0,-3.2%
Cc1cc(C(=O)CN2C(=O)c3ccccc3S2(=O)=O)c(C)n1-c1ccccc1,13.8,-18.5,1.5%,-4.6,-4.5,-1.2,-2.3,2.5,-9.9%
Cn1c(SCC(N)=O)nnc1-c1ccccc1,5.0,-10.6,-1.0%,-2.8,4.9,0.7,2.9,2.4,-7.2%
Cc1ccc(C(=O)NCCc2nnc3c(C(F)(F)F)cc(Cl)cn23)o1,-15.6,-33.2*,8.5%,-12.8,-8.7,-0.2,-22.3,-0.2,3.4%
c1ccc(OCCOc2cccc3cccnc23)cc1,6.7,-4.3,1.1%,15.7,-7.0,2.0,-3.4,5.2,-5.4%
O=C(c1ccc(C(F)(F)F)cc1)N1CCN(c2ccc(N3CCOCC3)nn2)CC1,-6.0,20.5,-1.8%,7.8,6.5,-0.2,-9.2,0.1,nt
C=CCNc1nc(NCc2ccco2)nc(OCC)n1,0.6,2.4,-0.7%,-12.1,-5.8,-0.1,0.4,2.1,3.1%
COc1ccc(-n2c(Cc3cccn3C)nnc2SCC(=O)Nc2cccc(OC)c2)cc1,11.7,7.1,-1.0%,nt,3.1,-0.1,-0.4,0.3,4.3%
S=c1sc2ccccc2n1CCc1ccncc1,-7.8,-39.2*,-0.5%,nt,-7.7,-0.5,-2.9,6.0,nt
O=C(COc1ccc(F)cc1)Nc1nnc(-c2ccncc2)s1,-6.8,2.3,-1.3%,7.2,-4.8,-0.1,29.9,3.5,-0.9%
CCOc1ccc(Cn2nnc(C(=O)Nc3cc(C)cc(C)c3)c2N)cc1,3.6,-16.1,-1.0%,-10.9,4.8,1.5,2.8,1.1,-6.5%
COc1ccc(NS(=O)(=O)c2ccc3[nH]c4c(c3c2)CCCCC4)cc1,4.1,-4.3,-2.9%,?,5.0,-1.1,-1.8,6.3,51.2%[activator]
COc1ccc(CNC(=O)c2sc3nc4n(c(=O)c3c2C)CCCC4)cc1,-6.8,-3.0,11.9%,-9.8,-2.5,23.2,-2.4,71.4*,83.6%[activator]
O=C(COc1coc(CN2CCc3ccccc3C2)cc1=O)Nc1ccccc1F,-34.2,-1.0,0.1%,-13.5,5.2,-1.1,-2.4,-0.8,nt
CC(CN1CCCC1)OC(=O)c1ccc(F)cc1 (stereo unspecified),-5.4,-1.3,-0.4%,-2.7,-0.4,0.2,3.9,2.0,-0.8%
CN1CCN(CC(=O)N2CCn3c4c(c5cc(C6CCCCC6)ccc53)CCCC42)CC1 (stereo unspecified),4.2,-37.9*,0.1%,-27.7,-15.6,2.3,4.6,25.1,?
OCCC1CN(CC#Cc2ccccc2)CCN1C1CCCC1 (stereo unspecified),-3.9,4.8,0.0%,1.5,-5.8,-0.4,-11.9,1.2,-8.0%
O=C1/C(=C/c2ccc3c(c2)OCO3)Oc2cc(OCC(=O)N3CC(O)C[C@H]3C(=O)O)ccc21 (stereo partly specified),-11.9,0.3,11.2%,nt,1.3,0.4,-4.1,0.1,64.1%[activator]
Cc1cc(=O)oc(C)c1C(=O)OCC(=O)c1ccc2ccccc2c1,-4.3,-10.8,0.3%,-4.6,1.4,0.9,0.2,7.0,?
Cc1ccc(S(=O)(=O)N(CC(=O)Nc2cccnc2)c2cc(Cl)ccc2C)cc1,17.8,11.3,-0.4%,nt,0.8,-1.6,-1.7,0.1,-9.8%
Cc1cccc(/C=N/NC(=O)c2ccccc2OCc2cccc(Br)c2)n1,20.4,-20.6,2.4%,?,nt,-2.1,-8.4,3.2,?
Cc1cccc(OCC(=O)Nc2ccccc2N2CCCCC2)c1C,3.7,24.9,1.7%,?,9.4,1.7,-3.1,7.7,nt
COc1ccc([C@]23Cc4cc(OC)c(OC)cc4C(O2)c2c(cc(-c4ccccc4)oc2=O)O3)cc1,nt,-12.6,0.0%[11.5 µM],nt,-2.1,0.2,-7.6,0.3,-20.5%[15.3 µM]
Cc1sc2ncnc(N=Nc3c(O)[nH]c4ccccc34)c2c1C,-4.3,-6.0,-1.1%,2.7,-3.9,0.8,-3.7,1.3,-3.6%
